SUMO1 PPI mod – modulators of SUMO1 protein-protein interactions, primary screen, biochemical, uHTS. inhibition, % at 20 µM. 360,000 compounds, 0.33% hits. Small ubiquitin-related modifier 1 (Homo sapiens), P63165. SUMO1 binding to a labelled peptide, TR-FRET, 1 h; in the data active = inhibition above about 37%
Target sequence (P63165 whole entry, looked up): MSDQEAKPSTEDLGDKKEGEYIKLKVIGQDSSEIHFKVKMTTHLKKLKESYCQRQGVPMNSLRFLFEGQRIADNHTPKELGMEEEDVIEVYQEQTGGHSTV
DNMT1 inh – human DNMT1 methyltransferase inhibitors, primary screen, biochemical, molecular beacon, fluorescence, HinP1I cleavage, uHTS; DNA (cytosine-5)-methyltransferase 1 (Homo sapiens), P26358; inhibition (reported as % activation of signal), % at 10 µM; 360,000 compounds, 0.83% hits; in the data active = inhibition above about 50%
MT1-MMP act inh – blockers of MT1-MMP proenzyme processing, primary screen, HT1080 RFP-PRO-GFP cells, GFP/RFP fluorescence; GFP/RFP ratio fluorescence, overnight; percent of plate control window, DMSO zero; Matrix metalloproteinase-14 (Homo sapiens), P50281; GFP/RFP ratio change, % at 20 µM; 360,000 compounds, 0.061% hits;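 active = GFP/RFP ratio change of at least 30% with cell ATP level not reduced by more than half and red fluorescence within 50% of control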; also: strong numbers were not always called active
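system = RFP-PRO-GFP reporter HT1080 cells | dosing = 20 µM single dose, 1% DMSO | timing = overnight cell settling, then overnight compound exposure, 37 °C, 5% CO2 | read-out basis = GFP/RFP fluorescence ratio | controls = DMSO and RFP-L50D-GFP cell wells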
CendR NRP1 mod – modulators of CendR peptide binding to NRP-1, primary screen, biochemical, fluorescence polarization, uHTS; Neuropilin-1 (Homo sapiens), O14786; inhibition, % at 25 µM; 360,000 compounds, 0.85% hits; AID 602438, 2012; FAM-RPARPAR peptide binding to NRP-1;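 active = inhibition or corrected inhibition above about 18%, plus a signal ratio from 0.5 to 1.5, limit read from the data, passing the limit was not always enough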; also: strong numbers were not always called active
LMPTP block – LMPTP phosphatase inhibitors, primary screen, biochemical, fluorescence intensity, uHTS | Low molecular weight phosphotyrosine protein phosphatase (Homo sapiens), P24666 | recombinant LMPTP-A, OMFP fluorogenic substrate | 360,000 compounds, 0.22% hits | inhibition, % at 20 µM;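 active = compounds that cut the enzyme signal by at least half of the control window in the single-dose screen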;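 also: plate controls were DMSO wells with enzyme plus substrate for no effect and substrate without enzyme for full effect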
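Buffer or medium: Bis-Tris pH 6.0, DTT, detergent; Assay system: LMPTP-A enzyme; Quantity: 0.625 nM enzyme; Detection: endpoint fluorescence intensity; Times: 50 min dark incubation at room temperature; Controls: substrate-only low control, DMSO enzyme-plus-substrate high control; Doses: single 20 µM dose; Read-out: percent inhibition versus substrate-only and uninhibited controls; Reagent: 400 µM OMFP.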
Rpn11 block – Rpn11 (PSMD14) deubiquitinase inhibitors, primary screen, biochemical, fluorescence polarization, uHTS | human 26S proteasome, Ub4-pepOG fluorescence polarization; 20S core pre-blocked with epoxomicin | calls only at 20 µM | 360,000 compounds, 0.59% hits | AID 588493, 2011;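 active = inhibition at 20 µM, scaled to each plate's controls, above about 33%, limit read from the data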
Target sequence (O00487 whole entry, looked up): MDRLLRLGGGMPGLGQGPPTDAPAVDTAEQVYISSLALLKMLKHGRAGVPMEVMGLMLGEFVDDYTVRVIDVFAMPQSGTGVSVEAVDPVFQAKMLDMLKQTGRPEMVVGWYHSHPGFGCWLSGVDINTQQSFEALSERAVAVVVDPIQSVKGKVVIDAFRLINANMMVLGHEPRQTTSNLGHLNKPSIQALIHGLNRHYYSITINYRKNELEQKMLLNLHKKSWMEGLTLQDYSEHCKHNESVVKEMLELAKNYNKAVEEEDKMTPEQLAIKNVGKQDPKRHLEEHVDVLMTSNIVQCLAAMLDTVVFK
STEP inh – STEP phosphatase inhibitors, primary screen, biochemical, fluorescence intensity, uHTS; Tyrosine-protein phosphatase non-receptor type 5 (Homo sapiens), P54829; recombinant STEP, OMFP fluorogenic substrate; inhibition, % at 20 µM; 360,000 compounds, 0.25% hits; AID 588621, 2011;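 active = inhibition at 20 µM, scaled per plate between control wells, above about 37%, limit read from the data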;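 also: 0% = DMSO with enzyme and substrate and 100% = substrate only without enzyme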
Target sequence (P54829 whole entry, looked up): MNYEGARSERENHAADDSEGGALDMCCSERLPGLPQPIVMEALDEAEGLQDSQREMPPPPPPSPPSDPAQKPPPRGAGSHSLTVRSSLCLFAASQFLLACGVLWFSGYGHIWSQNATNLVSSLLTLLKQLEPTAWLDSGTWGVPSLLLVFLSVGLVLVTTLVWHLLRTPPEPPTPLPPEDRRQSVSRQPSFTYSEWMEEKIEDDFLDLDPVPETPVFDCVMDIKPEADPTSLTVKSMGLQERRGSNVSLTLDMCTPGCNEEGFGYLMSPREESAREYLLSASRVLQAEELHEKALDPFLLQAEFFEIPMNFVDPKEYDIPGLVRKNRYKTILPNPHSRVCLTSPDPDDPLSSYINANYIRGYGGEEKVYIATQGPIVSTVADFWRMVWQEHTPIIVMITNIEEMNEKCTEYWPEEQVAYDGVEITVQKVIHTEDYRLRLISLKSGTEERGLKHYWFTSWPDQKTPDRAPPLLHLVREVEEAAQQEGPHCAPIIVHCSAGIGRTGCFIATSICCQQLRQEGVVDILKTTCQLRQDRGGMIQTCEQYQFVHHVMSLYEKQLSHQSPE
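Assay system: isolated STEP enzyme. Buffer or medium: pH 6.0 Bis-Tris with DTT and Tween 20. Also added: fluorogenic phosphatase substrate OMFP at 25 µM final. Dosing: 20 µM, 1% DMSO. Timing: 20 min reaction, room temperature, in the dark. Measured by: fluorescence intensity, excitation 480 nm, emission 540 nm. Evaluation: normalized % inhibition.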
Scp-1 inhibitor – Scp-1 phosphatase inhibitors, primary screen, biochemical, colorimetric, uHTS | Carboxy-terminal domain RNA polymerase II polypeptide A small phosphatase 1 (Homo … | Recombinant Scp1, phosphopeptide, malachite green phosphate absorbance | inhibition, % at 20 µM | 340,000 compounds, 0.88% hits | AID 493091, 2011;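 active = inhibition above about 50% at 20 µM, limit read from the data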;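 also: plate controls were DMSO wells with enzyme for no effect and wells lacking enzyme for full effect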
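Material – SCP-1 phosphatase catalytic domain, residues 76-261 · Buffer or medium – Acidic Tris acetate buffer with magnesium and detergent · Also added – Phospho 17-mer peptide substrate · Compound – single 20 µM dose, 1% DMSO · Times – 45 min room-temperature reaction, 5 min colour, 30 min stabiliser · Technique – Phosphate-binding colour reagent, absorbance read at 630 nm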
NadD block – inhibitors of S. aureus NadD, primary screen, biochemical, colorimetric, uHTS; Nicotinate-nucleotide adenylyltransferase NadD (Staphylococcus aureus N315); purified NadD enzyme, colorimetric absorbance read-out; inhibition, % at 20 µM; 360,000 compounds, 0.78% hits; AID 602399, 2012; in the data active = inhibition above about 26%; also: some compounds past the cut are filed as inactive
SKN-1 block – suppressors of acrylamide-induced Pgst-4::GFP reporter in worms, primary screen, SKN-1 inhibitor project, whole organism, uHTS, GFP/RFP fluorescence ratio, strain VP596. inhibition, % at 21.8 µM. 360,000 compounds, 0.49% hits. AID 624304, 2012. C. elegans VP596 Pgst-4::GFP/RFP ratio, 24 h;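 active = interference check ratio from 0.5 to 1.5 plus GFP to RFP signal ratio inhibition reaching or exceeding a fixed threshold, cut at about 30% in these data, passing the limit was not always enough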; also: some compounds called inactive have numbers as strong as hits
An asterisk follows results filed as active; i = inactive; / = not tested or not shown.

1) COCCNC(=O)c1ccccc1NC(=O)Cc1ccccc1
2) C[C@@H](C(=O)N1CCN(C(=O)OC(C)(C)C)CC1)n1cc(CCC(=O)O)nn1
3) CCN1/C(=C/C(C)=O)Sc2ccc(OC)cc21
4) CC(Nc1c([N+](=O)[O-])c(=O)oc2ccccc12)c1ccccc1 (stereo not given)
5) COc1ccc(S(=O)(=O)N(C)CC(=O)N2CCCC2)cc1

Screen / compound no.	1	2	3	4	5
SUMO1 PPI mod	3	4	2	-25	5
DNMT1 inh	1	11	0	2	3
MT1-MMP act inh	2	7	4	-2	0
CendR NRP1 mod	10	14	4	-6	-4
LMPTP block	-0.1	0.1	-0.5	2.9	-1.1
Rpn11 block	i	i	i	i	i
STEP inh	-2	1	-2	0	-2
Scp-1 inhibitor	6	0	-3	-13	-6
NadD block	3	-1	0	-3	0
SKN-1 block	-3	3	10	-3	0

6) CC(C)CCN1CCC(Cc2ccccc2)(NC(=O)c2ccccc2)C1=O (stereo not given)
7) CC(C)(O)C#Cc1ccc(C(=O)N2CCC(CCC(=O)NC3CC3)CC2)cc1
8) CN1CCN(c2nnc(-c3ccccc3)c(-c3ccccc3)n2)CC1
9) CN=c1scc(-c2c[nH]c3ccccc23)n1C
10) CN1CCN(C(=O)c2cnn3c(C(F)F)cc(C4CC4)nc23)CC1

Screen / compound no.	6	7	8	9	10
SUMO1 PPI mod	-5	3	-21	-2	0
DNMT1 inh	0	2	1	-4	4
MT1-MMP act inh	-1	3	-2	-5	-4
CendR NRP1 mod	-2	2	-9	4	-6
LMPTP block	0.0	-0.7	-1.2	0.8	-1.6
Rpn11 block	i	i	i	i	i
STEP inh	2	1	1	-1	0
Scp-1 inhibitor	-11	-20	-7	-4	0
NadD block	-1	-5	-1	-2	-4
SKN-1 block	-12	-6	-2	4	-30

11) O=S(=O)(NC(=NC1CCCCC1)c1ccccc1F)c1ccccc1
12) O=C(CS(=O)(=O)c1ccccc1)NCc1ccc(Cl)cc1
13) CN(CCOC(=O)c1ccco1)Cc1ccccc1
14) COc1ccc(-n2ncc(C(=O)N3CCN(c4ccc(F)cc4)CC3)c2C)cc1
15) C=CCn1c(SCC(=O)NCc2ccccc2)nnc1C1CCCCC1

Screen / compound no.	11	12	13	14	15
SUMO1 PPI mod	2	-2	0	-4	1
DNMT1 inh	0	0	1	-1	2
MT1-MMP act inh	-3	1	3	4	-5
CendR NRP1 mod	-8	-8	10	0	17
LMPTP block	-1.4	-0.5	-2.4	-1.0	-0.5
Rpn11 block	i	i	i	i	i
STEP inh	-4	-1	7	0	-7
Scp-1 inhibitor	-4	-5	-6	-11	3
NadD block	0	-1	-2	2	-1
SKN-1 block	5	14	-17	0	-27

16) COc1ccccc1OCC(O)Cn1c(=N)n(CCN2CCCCC2)c2ccccc21 (stereo not given)
17) O=C(NC1CCCC(C(F)(F)F)C1)c1ccc([N+](=O)[O-])o1 (stereo not given)
18) CC(C)Cc1nnc(NC(=O)CCC(=O)Nc2ccc(F)cc2)s1
19) COc1ccc(-c2noc(CN(C)S(=O)(=O)c3ccc(C)cc3)n2)cc1
20) COc1cc(CN2CCC(C(=O)NC(c3ccccc3)c3ccsc3)CC2)cc(OC)c1 (stereo not given)

Screen / compound no.	16	17	18	19	20
SUMO1 PPI mod	2	-22	-4	-1	0
DNMT1 inh	2	-1	-1	-9	4
MT1-MMP act inh	2	14	/	-1	1
CendR NRP1 mod	6	-1	4	3	-16
LMPTP block	3.2	0.1	-1.1	1.1	-0.3
Rpn11 block	i	i	i	i	i
STEP inh	-3	2	-9	-2	4
Scp-1 inhibitor	-7	1	-5	-9	/
NadD block	-1	10	-4	-2	-3
SKN-1 block	-6	11	-12	-5	10

21) O=C(NCCOc1ccc(Cl)cc1)c1ccc2c(c1)OCCO2
22) CC(C)NC(=O)[C@@H]1CSC2c3ccccc3C(=O)N21 (stereo not given in full)
23) COc1ccc(Cl)cc1C(=O)n1nc(C)cc1C
24) O=C(N/N=C\c1cn[nH]c1-c1ccccc1)c1cccs1
25) CC(c1nc2ccccc2c(=O)[nH]1)N1CCN(C)CC1 (stereo not given)

Screen / compound no.	21	22	23	24	25
SUMO1 PPI mod	1	4	-3	7	2
DNMT1 inh	-1	2	-1	9	1
MT1-MMP act inh	7	1	2	-1	-10
CendR NRP1 mod	-2	1	1	0	-10
LMPTP block	0.3	-0.6	0.7	1.6	-0.2
Rpn11 block	i	i	i	i	i
STEP inh	3	-5	-1	0	-4
Scp-1 inhibitor	-14	-3	0	-4	-7
NadD block	-13	0	5	-7	0
SKN-1 block	-2	-9	-3	-2	-10

26) N#Cc1ccc(COC(=O)Cn2nnc(-c3ccccc3)n2)cc1
27) Cc1ccc(S(=O)(=O)NCCn2nc(C)nc2C)cc1
28) O=C(NCCCl)Nc1ccccc1OCCOc1ccccc1NC(=O)NCCCl
29) COC(=O)c1cccc(NC(=O)/C=C/c2ccc([N+](=O)[O-])cc2)c1
30) Cc1csc(NC(=O)CN2C(=O)c3ccccc3S2(=O)=O)n1

Screen / compound no.	26	27	28	29	30
SUMO1 PPI mod	-3	1	2	-14	1
DNMT1 inh	3	-2	-10	-7	2
MT1-MMP act inh	11	1	3	9	1
CendR NRP1 mod	4	9	-3	-5	-4
LMPTP block	-0.7	-1.1	-0.7	2.6	0.4
Rpn11 block	i	i	i	i	i
STEP inh	-2	0	0	-7	0
Scp-1 inhibitor	-7	-6	-7	-2	-1
NadD block	-9	-6	-2	0	1
SKN-1 block	-17	12	19	13	9

31) O=C(O)CCC(=O)Nc1ccc(N2CCCCC2)c(C(=O)O)c1
32) CN(C)C1=NCCN1CCc1ccccc1
33) Cc1cnc(C(=O)OCc2nc3ccsc3c(=O)[nH]2)cn1
34) CCCCc1c(C)c2ccc(OC)c(/C(C)=N\O)c2oc1=O
35) COc1ccc(-c2nn(CCC(=O)O)cc2/C=C/C(=O)O)cc1[N+](=O)[O-]

Screen / compound no.	31	32	33	34	35
SUMO1 PPI mod	-1	0	20	5	-12
DNMT1 inh	-1	-4	26	1	2
MT1-MMP act inh	16	0	0	-1	3
CendR NRP1 mod	-16	3	-9	0	-2
LMPTP block	-1.3	0.5	1.8	1.9	-2.6
Rpn11 block	i	i	i	i	i
STEP inh	4	0	3	-1	-3
Scp-1 inhibitor	-3	0	65*	-2	-4
NadD block	-2	1	4	0	-5
SKN-1 block	-27	1	-2	1	-12

36) COc1ccc(CNCC(O)(c2ccc(Cl)cc2)c2ccc(Cl)cc2)cc1OC
37) Cc1ccc(Cl)cc1NS(=O)(=O)c1c(C)[nH]c(=O)[nH]c1=O
38) CC(Oc1cc2oc(=O)c3c(c2cc1Cl)CCC3)C(=O)NCCN1CCOCC1 (stereo not given)
39) CN(c1ccccc1)S(=O)(=O)c1cccc(NC(=O)C2CCCO2)c1 (stereo not given)
40) COc1ccc(NC(=O)CCn2nc(C)cc2C)cc1

Screen / compound no.	36	37	38	39	40
SUMO1 PPI mod	0	2	-1	2	3
DNMT1 inh	-7	1	2	-1	3
MT1-MMP act inh	-7	10	0	2	2
CendR NRP1 mod	-2	1	8	-2	-6
LMPTP block	2.6	-0.3	0.7	-0.1	-1.1
Rpn11 block	i	i	i	i	i
STEP inh	4	1	0	0	0
Scp-1 inhibitor	9	7	3	3	-6
NadD block	0	11	4	1	3
SKN-1 block	-11	9	-1	11	0

41) CCOC(=O)C1(CCOC)CCN(C(=O)Cc2ccc3ccccc3c2)CC1
42) COc1ccc(NC(=O)COC(=O)CNS(=O)(=O)c2ccc(C)cc2)c(OC)c1
43) Cc1ccc(CNC(=O)c2ccc(N(C)C)cc2)cc1
44) N#C/C(=C\Nc1ccc(F)c(Cl)c1)C(=O)C1CC1

Screen / compound no.	41	42	43	44
SUMO1 PPI mod	-1	-2	-2	1
DNMT1 inh	-2	1	0	1
MT1-MMP act inh	-2	-1	0	1
CendR NRP1 mod	9	5	21	4
LMPTP block	0.4	-1.1	2.2	-1.2
Rpn11 block	i	i	i	i
STEP inh	-2	6	2	2
Scp-1 inhibitor	-3	-6	-1	-11
NadD block	-6	0	-1	-3
SKN-1 block	7	14	-4	8

Among those listed so far, these have a thiophene ring, fused or not.
20) COc1cc(CN2CCC(C(=O)NC(c3ccccc3)c3ccsc3)CC2)cc(OC)c1 (stereo not given)
24) O=C(N/N=C\c1cn[nH]c1-c1ccccc1)c1cccs1
33) Cc1cnc(C(=O)OCc2nc3ccsc3c(=O)[nH]2)cn1

Screen / compound no.	20	24	33
SUMO1 PPI mod	0	7	20
DNMT1 inh	4	9	26
MT1-MMP act inh	1	-1	0
CendR NRP1 mod	-16	0	-9
LMPTP block	-0.3	1.6	1.8
Rpn11 block	i	i	i
STEP inh	4	0	3
Scp-1 inhibitor	/	-4	65*
NadD block	-3	-7	4
SKN-1 block	10	-2	-2

High-throughput results: PubChem BioAssay, Sanford-Burnham Center for Chemical Genomics
